Peg3 prom inh – Peg3 promoter-driven luciferase inhibitors, primary screen, cell-based, HeLa, luciferase luminescence | HeLa PEG-Prom luciferase reporter, overnight | inhibition, % at 20 µM | AID 588405, 2011 | actives 1.7% (n = 360,000);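 active means inhibition of at least 50% at 20 µM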
PDI inh – inhibitors of human PDI, primary screen, biochemical, turbidity, single point, plate reader | inhibition, % at 10 µM | actives 0.052% (n = 350,000) | Protein disulfide-isomerase (Homo sapiens), P07237 | AID 588391, 2011 | PDI insulin aggregation turbidity, A650, 90 min;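 active means mean inhibition across replicates of 30% or more, whatever share of single replicates reach that level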;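 further: absorbance from insulin aggregation driven by PDI reduction with DTT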
Target sequence (P07237 whole entry, looked up): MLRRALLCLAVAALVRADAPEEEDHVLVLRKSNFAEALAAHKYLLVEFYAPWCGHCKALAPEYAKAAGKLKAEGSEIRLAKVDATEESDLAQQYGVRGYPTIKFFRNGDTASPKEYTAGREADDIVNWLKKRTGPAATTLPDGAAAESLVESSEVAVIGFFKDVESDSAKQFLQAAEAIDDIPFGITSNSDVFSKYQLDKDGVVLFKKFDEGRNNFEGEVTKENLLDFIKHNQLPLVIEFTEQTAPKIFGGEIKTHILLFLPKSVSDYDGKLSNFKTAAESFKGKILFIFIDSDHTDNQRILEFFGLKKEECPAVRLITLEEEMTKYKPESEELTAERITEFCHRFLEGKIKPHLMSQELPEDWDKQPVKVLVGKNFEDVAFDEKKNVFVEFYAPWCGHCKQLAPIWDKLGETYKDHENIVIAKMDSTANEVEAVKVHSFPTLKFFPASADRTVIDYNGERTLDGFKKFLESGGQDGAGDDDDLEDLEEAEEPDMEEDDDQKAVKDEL
CaV13 FRET inh – Primary screen for inhibitors of IQ motif and Ca2+-dependent inactivation inhibitor domain binding in CACNA1D, Förster resonance energy transfer in living cells, … | HEK cells, CFP/YFP FRET ICDI-IQ, plate reader, 10 min; percent FRET-ratio fall versus neutral wells | inhibition, % at 12.3 µM | actives 0.098% (n = 340,000);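 active means mean replicate inhibition of at least 30% and at least 1% of replicates passing that level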;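 further: 0% = median of the neutral control wells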
TRPM1 prom inh – inhibitors of MITF-dependent TRPM1 promoter reporter, primary screen, cell-based, SK-MEL-5, single point, luciferase. SK-MEL-5 TRPM1 promoter luciferase, 24 h. inhibition, % at 12.5 µM. actives 0.83% (n = 330,000). AID 488899, 2010;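 active means mean inhibition across replicates of 60% or more, whatever share of single replicates reaches that level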; further: values of inactives mirror those of a sister screen read the other way
NR2E3 ag-1 – inhibitors of NR2E3-RetCOR corepressor binding, primary screen, NR2E3 agonist project, biochemical, TR-FRET, GST-NR2E3, biotin-RetCOR; AID 2300, 2010; 1536-well; actives 0.12% (n = 320,000); Photoreceptor-specific nuclear receptor (Homo sapiens), Q9Y5X4; inhibition of corepressor binding, % at 4.78 µM;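 active means percent inhibition above the cutoff of mean plus 3 SD of all tested compounds, set per screening campaign, cut at about 20% in these data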;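 further: 0% = DMSO wells and 100% = biotin wells as full block of FRET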
Target sequence (Q9Y5X4 whole entry, looked up): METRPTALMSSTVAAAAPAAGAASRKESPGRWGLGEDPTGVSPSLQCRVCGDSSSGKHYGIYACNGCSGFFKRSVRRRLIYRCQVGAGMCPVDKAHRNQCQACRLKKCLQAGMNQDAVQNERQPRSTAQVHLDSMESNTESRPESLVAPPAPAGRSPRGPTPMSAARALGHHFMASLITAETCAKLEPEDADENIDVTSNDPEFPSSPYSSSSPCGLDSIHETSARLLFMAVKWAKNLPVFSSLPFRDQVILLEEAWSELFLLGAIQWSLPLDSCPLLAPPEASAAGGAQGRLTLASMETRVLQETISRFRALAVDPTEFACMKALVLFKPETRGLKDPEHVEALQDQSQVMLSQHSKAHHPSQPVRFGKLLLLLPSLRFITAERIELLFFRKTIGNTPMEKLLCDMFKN
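System: GST-NR2E3 and biotin-RetCOR proteins; probe or stimulus: 7 nM biotin-RetCOR; doses: compound at 4.8 µM, single dose; schedule: Compound–protein incubation for 5 h at 4 °C; detection: time-resolved FRET; read-out: percent inhibition; controls: biotin wells as high control, 0.6% DMSO wells as low control; format: 1536-well plates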
Vif imaging – HIV Vif self-association inhibitors, primary screen, imaging, HEK293T, single point; HEK293T cells, Vif self-association by quenched fluorescence, 24 h; inhibition, % at 7.49 µM; actives 0.35% (n = 340,000); in the data active means inhibition above about 50%, passing the limit was not always enough; further: some results filed as inactive read as strong as hits
CF NFkB block – inhibitors of PAF-induced NF-kB signaling, primary screen, cell-based, GFP fluorescence, uHTS | KKLEB NF-kB-GFP reporter, GFP fluorescence overnight | inhibition, % at 5 µM | actives 0.86% (n = 360,000);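 active means at least 50% inhibition at 5 µM, scaled per plate between neutral and stimulator controls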;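 further: PAF is a Pseudomonas aeruginosa culture filtrate used as stimulus; plate controls were PAF-stimulated DMSO wells for no effect and unstimulated DMSO wells for full effect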
Shn3 inh set2 – reduction of Shn3 3'UTR firefly luciferase signal, primary screen, Schnurri-3 inhibitor project, cell-based, Clone20 osteoblasts, set 2; Clone20 osteoblast Shn3 3'UTR firefly luciferase, 24 h; inhibition, % at 12.5 µM; actives 0.52% (n = 360,000);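 active means mean inhibition of at least 75% with every replicate also reaching 75%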;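 further: 0% = median of neutral control wells and 100% = pilot-screen positive control compound; some compounds past the cut are filed as inactive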
HIF-2a inh – HIF-2a reporter inhibitors, primary screen, luminescence, 786-0 RCC cells; 786-0 RCC cells HIF-2a reporter, luciferase luminescence, overnight; inhibition, % at 18.8 µM; AID 624352, 2012; actives 0.72% (n = 360,000);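 active means inhibition of the luminescence signal of 40% or more relative to plate controls, in a single-dose primary screen at 18.75 µM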
KKLEB cytotox – cytotoxicity in KKLEB CF airway cells, primary screen, cytotoxicity control for CF NF-kB inhibitor project, cell-based, uHTS, fluorescence assay plates; activity change (cytotoxicity), % at 5 µM; KKLEB CF airway cells viability, ATPlite luminescence, overnight; active compounds read low; cells stimulated with P. aeruginosa culture filtrate; AID 602141, 2011; actives 0.36% (n = 360,000);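 active means corrected activity change at or below -50% at 5 µM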
NR2E3 ag-2 – NR2E3 agonists in two-hybrid cells, primary screen, cell-based, luminescence, CHO-S, Gal4-NCOR/VP16-NR2E3; inhibition of corepressor binding, % at 3.98 µM; Photoreceptor-specific nuclear receptor (Homo sapiens), Q9Y5X4; actives 0.35% (n = 360,000); AID 602229, 2012; luciferase;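 active means inhibition above the mean of all tested compounds plus 3 SD, cut at about 70% in these data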;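 further: 0% = DMSO with NR2E3 transfected cells and 100% = cells lacking NR2E3 construct; higher means lower luciferase signal from less NR2E3 corepressor binding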
* hit, by the source's call; . = no result given.

SMILES	Peg3 prom inh	PDI inh	CaV13 FRET inh	TRPM1 prom inh	NR2E3 ag-1	Vif imaging	CF NFkB block	Shn3 inh set2	HIF-2a inh	KKLEB cytotox	NR2E3 ag-2
O=C(CN(Cc1ccc(F)cc1)C(=O)CNS(=O)(=O)c1ccc(F)cc1)NCC1CCCO1 (stereo unspecified)	9	-15	-3	3	-1	-1	5	3	2	6	-25
O=S(=O)(c1cccc(NC(=S)N2CCN(c3ccccc3F)CC2)c1)C(F)F	6	-2	-19	1	-4	-3	17	12	0	8	26
COc1cc(/C=N/NC(=O)c2ccccn2)ccc1OC(=O)c1ccc(Br)cc1	-102	-5	-6	-21	-2	-2	2	-41	-162	-21	-79
O=C(CCCOc1ccccc1)OCn1nnc2ccccc2c1=O	14	-3	-2	-6	-1	-2	9	-2	4	-5	-4
CN(C(=O)c1ccc2c(=O)n3c(nc2c1)CCCCC3)c1cccc(Cl)c1	-12	-10	-7	-6	0	14	11	-2	-15	2	0
COc1ccc(C=NCCc2ccc(OC)c(OC)c2)cc1OC	-2	-13	-18	.	.	-2	2	-5	3	5	-2
Cn1c(=O)c2c(ncn2Cc2ccccc2)n(C)c1=O	5	-11	-5	6	6	-2	-14	-2	7	20	-23
Cc1ccc(CN2CCC(=O)N2)cc1	-17	0	-4	11	2	6	-9	-9	2	7	7
O=C(COc1ccccc1F)Nc1ccc(S(=O)(=O)Nc2nccs2)cc1	-1	8	-3	2	2	-1	4	-3	7	-1	4
O=C(c1cccc(NS(=O)(=O)c2ccccc2)c1)N1CCCC1	-1	4	-7	2	-1	9	-18	-3	10	12	0
CN1CCN(CCCCOc2ccccc2C=O)CC1	-9	-1	-5	-9	-2	28	3	5	18	10	8
COc1ccccc1-c1nc(C#N)c(N2CCN(C(=O)c3ccco3)CC2)o1	-4	-2	-3	1	0	-2	10	-7	1	-16	2
CCOc1ccccc1NC(=O)COC(=O)c1ccccc1SCC(=O)N1CCCC1	19	6	-6	13	4	-1	15	3	5	-6	-7
CC(=O)Nc1ccc(-c2csc(NNC(=O)c3ccccc3)n2)cc1	-7	3	5	-2	0	2	-36	2	-54	4	-6
COC(=O)c1ccc(C)c(NC(=O)CCNC(=O)c2ccc([N+](=O)[O-])cc2)c1	0	-1	-7	14	0	10	-14	-14	17	4	-16
COc1ccc(Nc2c3c(nc4ccccc24)CCC3)cc1	40	-6	-19	21	3	0	22	31	27	-12	3
COc1ccc(CCC(C)NC2CCCCCCC2)cc1 (stereo unspecified)	6	-6	-3	-10	4	-6	-10	-12	5	2	0
Cc1ccc(SCCN2CCC(C(C)(C)C)CCC2=O)cc1 (stereo unspecified)	-233	2	6	-40	1	0	-8	-37	-206	4	-39
Cc1nc2ccc(NC(=O)c3ccc([N+](=O)[O-])cc3[N+](=O)[O-])cc2s1	-28	-4	0	22	-1	14	5	-3	-24	-9	-38
N#Cc1c(/N=C/N2CCOCC2)sc2c1CCCCC2	-268	-8	-3	-54	2	-7	-4	-62	-199	-24	-142
Cc1ccc(CC2SC(N)=NC2=O)cc1 (stereo unspecified)	0	-2	9	-1	-1	6	12	-10	12	6	19
CCOC(=O)Cc1csc(NC(=O)Cn2cnc3c2c(=O)n(C)c(=O)n3C)n1	11	9	7	11	3	-3	13	0	14	-15	4
O=C(Nc1nc2c(s1)CN(Cc1ccccc1)CC2)C1CCCC1	-52	-1	-2	-30	2	-12	12	-32	-82	7	-18
O=C(COC(=O)Cn1[nH]c(=O)c2ccccc2c1=O)NNC(=O)c1ccccc1	-1	8	-5	1	5	33	-12	4	2	14	12
O=C1C(c2ccccc2)c2ccccc2N1Cc1ccccc1 (stereo unspecified)	9	5	-5	-11	.	23	-22	2	14	16	-34
The list continues.
SMILES	Peg3 prom inh	PDI inh	CaV13 FRET inh	TRPM1 prom inh	NR2E3 ag-1	Vif imaging	CF NFkB block	Shn3 inh set2	HIF-2a inh	KKLEB cytotox	NR2E3 ag-2
COc1ccc(CCN2CC(C(=O)N(C)CC(=O)Nc3ccc(F)c(F)c3F)CC2=O)cc1OC (stereo unspecified)	11	-7	-7	-4	.	17	1	-12	0	-2	-13
CCOC(=O)C1=C(C)OC(=Cc2ccccc2)C1=O	-4	2	-6	.	.	8	-4	-1	-4	2	3
Cc1ccc(C)c2[nH]c(=O)c(CCNC(=O)c3ccc(S(=O)(=O)N(C)C)cc3)cc12	24	-3	-6	6	3	.	-16	24	4	0	2
O=C(CCc1nnc2ccc(NCc3ccco3)nn12)Nc1ccccc1F	4	8	-16	-2	7	-3	6	-1	2	2	21
CC(CCc1ccccc1)NC(=O)c1cccnc1 (stereo unspecified)	0	19	.	-6	1	.	-3	-6	-2	-2	-9
CC(C)CC(COCc1cccc(C(F)(F)F)c1)N1CCN(C(=O)c2cccc(C(F)(F)F)c2)CCC1=O (stereo unspecified)	3	-4	-11	8	5	-7	18	25	13	-6	-15
C/C(=N\NC(=O)C1CC1c1ccccc1)c1ccc(C)s1 (stereo unspecified)	6	-6	-4	6	-1	15	6	9	-2	-9	7
Cn1cc(CC(=O)NCCCN2CCCC2)c2ccccc21	5	-1	-6	8	-2	-1	3	-15	12	1	-7
Cc1nnsc1NC(=O)OCc1ccc(Cl)cc1Cl	7	15	-4	9	1	-10	9	10	-26	2	19
CCN(CC)c1ccc(NC(=O)CSc2nc3ccccc3c(=O)[nH]2)cc1	0	8	-5	12	1	1	-3	20	2	3	-22
O=C(NCC(c1cccs1)N1CCOCC1)C1CCN(S(=O)(=O)c2cccc(C(F)(F)F)c2)CC1 (stereo unspecified)	15	-5	-14	0	-5	7	10	0	5	-1	-9
N#CC1=C(SCC(=O)Nc2nccs2)NC(=O)CC1c1ccccc1 (stereo unspecified)	-9	-1	-7	-14	0	.	22	-31	-42	-5	3
OCCC1CN(Cc2ccccc2-c2ccco2)CCN1Cc1ccccc1 (stereo unspecified)	6	0	-2	1	2	0	15	14	-1	-2	-2
CCN(CC(=O)NCc1ccc(Cl)cc1)C(=O)c1oc2ccccc2c1C	6	-2	-3	18	4	-3	5	11	17	-2	-23
COc1ccc(CCNC(=O)c2cc(S(=O)(=O)N(C)c3ccccc3)ccc2Cl)cc1	16	-5	-19	16	7	-5	0	24	-7	8	-2
O=C1SC(SCc2ccccc2)=N/C1=C\c1ccco1	3	1	-5	16	4	9	18	8	15	-2	-45
CCOC(=O)CCN(c1ccccc1)S(=O)(=O)c1ccc(-c2ccc(=O)[nH]n2)s1	6	3	-7	3	1	-5	-8	-3	9	17	14
Cc1ccc(NCc2ccccc2O)c(C)c1	-49	8	-7	-23	-3	-1	0	-14	-33	-17	8
CCCN(C1CCS(=O)(=O)C1)S(=O)(=O)c1cc(OC)ccc1OC (stereo unspecified)	-5	-6	-2	3	0	-1	8	-4	7	18	8
COc1ccc(NC(=O)CSc2nnc3ccc(-c4cccnc4)nn23)c(OC)c1	-11	7	-6	-4	2	-2	-15	-4	-6	6	-7
COc1ncc(-c2ccc3c(c2)S(=O)(=O)c2cccc(C(=O)O)c2C3=O)cn1	-14	3	-2	-3	1	5	-4	8	-3	0	20
COc1ccccc1C(=O)NC(=S)/C=C1/N(C)c2ccccc2C1(C)C	18	-1	-5	9	8	3	-14	78	-60	9	-11
CC(=O)Nc1ccc(S(=O)(=O)Nc2ccc(N3CCOCC3)cc2)cc1	8	-3	.	-7	3	24	-8	7	6	5	-30

Sorted by count of non-hydrogen atoms (ascending): part of the list above
SMILES	Peg3 prom inh	PDI inh	CaV13 FRET inh	TRPM1 prom inh	NR2E3 ag-1	Vif imaging	CF NFkB block	Shn3 inh set2	HIF-2a inh	KKLEB cytotox	NR2E3 ag-2
CC(CCc1ccccc1)NC(=O)c1cccnc1 (stereo unspecified)	0	19	.	-6	1	.	-3	-6	-2	-2	-9
O=C1SC(SCc2ccccc2)=N/C1=C\c1ccco1	3	1	-5	16	4	9	18	8	15	-2	-45
Cn1cc(CC(=O)NCCCN2CCCC2)c2ccccc21	5	-1	-6	8	-2	-1	3	-15	12	1	-7
CCCN(C1CCS(=O)(=O)C1)S(=O)(=O)c1cc(OC)ccc1OC (stereo unspecified)	-5	-6	-2	3	0	-1	8	-4	7	18	8
COc1ccccc1C(=O)NC(=S)/C=C1/N(C)c2ccccc2C1(C)C	18	-1	-5	9	8	3	-14	78	-60	9	-11
CCN(CC)c1ccc(NC(=O)CSc2nc3ccccc3c(=O)[nH]2)cc1	0	8	-5	12	1	1	-3	20	2	3	-22
OCCC1CN(Cc2ccccc2-c2ccco2)CCN1Cc1ccccc1 (stereo unspecified)	6	0	-2	1	2	0	15	14	-1	-2	-2
CCOC(=O)CCN(c1ccccc1)S(=O)(=O)c1ccc(-c2ccc(=O)[nH]n2)s1	6	3	-7	3	1	-5	-8	-3	9	17	14
COc1ccc(NC(=O)CSc2nnc3ccc(-c4cccnc4)nn23)c(OC)c1	-11	7	-6	-4	2	-2	-15	-4	-6	6	-7
COc1ccc(CCNC(=O)c2cc(S(=O)(=O)N(C)c3ccccc3)ccc2Cl)cc1	16	-5	-19	16	7	-5	0	24	-7	8	-2
O=C(NCC(c1cccs1)N1CCOCC1)C1CCN(S(=O)(=O)c2cccc(C(F)(F)F)c2)CC1 (stereo unspecified)	15	-5	-14	0	-5	7	10	0	5	-1	-9
CC(C)CC(COCc1cccc(C(F)(F)F)c1)N1CCN(C(=O)c2cccc(C(F)(F)F)c2)CCC1=O (stereo unspecified)	3	-4	-11	8	5	-7	18	25	13	-6	-15

Source: PubChem BioAssay (several laboratories)
